# Screening data as filed in PubChem BioAssay.
# GAA glycogen: alters human alpha-glucosidase cleavage of glycogen | recombinant GAA, glycogen substrate, Amplex Red glucose oxidase fluorescence | Potency, µM (titrated, usually from 76.4 µM), for the others: at the highest dose activity change, negative = inhibition, usual class: inhibitors | 300,000 compounds, 0.38% hits | AID 2100; active = well fitted inhibition curve with a large enough effect;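 also: 0% = full enzyme reaction and -100% = no-enzyme basal signal; the screen sought inhibitors and activators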
#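 Recombinant enzyme (4 nM final) with compounds titrated up to 77 uM and bovine liver glycogen (30 ug) in citrate pH 5.0, 0.01% Tween-20, 37 C 40 min. Released glucose detected by Amplex Red/glucose oxidase (Ex 573/Em 610); AC50 from Hill fits.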
# * hit, by the source's call; & = joins results of further samples; [ ] = dose if it differs, or a comment. Potency is read from the fitted curve at half-maximal effect. The list is partial. The share of hits here may be higher or lower than overall.
mol	GAA glycogen
COc1ccc(N2CC(C(=O)Nc3ccccc3C(=O)NC3CC3)CC2=O)cc1 (stereo not given)	3%
CC(=O)c1ccc(NC(=O)Nc2sc3nc4n(c(=O)c3c2C)CCC(C)CC4)cc1 (stereo not given)	-21%[76.3 µM]
Cc1cccc(Nc2nc(N)nc(N)c2S(=O)(=O)c2ccccc2)c1	5%[76.3 µM]
COc1ccc(S(=O)(=O)N2CCN(c3ccc(F)cc3)CC2)cc1OC	4%[76.3 µM]
CCC(C)(C)NC(=O)C(c1ccc(OC)cc1)N(C(=O)CCC(=O)Nc1cc(C)on1)c1ccc2c(c1)OCCO2 (stereo not given)	0%[76.3 µM]
COc1ccccc1CNCC(O)(c1ccc(F)cc1)c1ccc(F)cc1	3%
CC(=O)NCCC1CCN(C(=O)C2CCC(=O)N(C3CCCC3)C2)CC1 (stereo not given)	2%[76.3 µM]
C=CCOn1c(=O)c(-c2ccc(C)cc2)[n+]([O-])c2ccccc21	3%
Cc1cccc(C)c1NC(=O)Cn1c(=O)n(Cc2ccc(C(=O)NCc3ccco3)cc2)c(=O)c2sccc21	2%[76.3 µM]
CCN(CC)c1ccc(C(=O)N2CCC(c3c[nH]c4ccccc34)(c3c[nH]c4ccccc34)CC2)cc1	-8%[76.3 µM]
COc1cc(C2SCC(=O)N2Cc2ccccc2)cc(OC)c1OC (stereo not given)	13%
CCOc1cc(-c2sc(Nc3ccccc3)n[n+]2C)ccc1OC	-7%[76.3 µM]
CCCCCn1c(=O)[nH]c2cc(C(=O)N3CCN(c4cc(Cl)ccc4C)CC3)ccc2c1=O	11%[76.3 µM]
CCC(=O)Nc1ccc(C2C(=O)c3ccccc3C2=O)cc1	6%
CCOc1ccc(CN2C(=O)c3ccccc3Sc3ccc(C(=O)N4CCN(C)CC4)cc32)cc1	-4%[76.3 µM]
CCn1c(C)c(C(=O)O)c2cc(OC)c3ccccc3c21	2%
NC(=O)c1ccccc1NC(=O)c1ccc(-c2ccc(Br)cc2)o1	18%[76.3 µM]
Cc1ccc(C)c(OCCCCN2CCCCC2)c1	0%[76.3 µM]
COc1ccc(CN2CCC(Oc3ccc(C(=O)N4CCCCC4)cc3)CC2)cc1C	-1%[76.3 µM]
CCC(NC(=O)CCc1c(C)c2cc3c(-c4ccccc4)coc3cc2oc1=O)C(=O)O (stereo not given)	1%
O=C(O)CCCN1C(=O)c2ccccc2Sc2ncccc21	0%
O=S1(=O)N=C(Nc2cccc(C(F)(F)F)c2)c2ccccc21	8%[76.3 µM]
Cc1ccc(C(=O)COC(=O)CNS(=O)(=O)c2ccc(C)cc2)cc1	-8%[76.3 µM]
COCCn1c(SCC(=O)Nc2cccc(C)c2C)nc2c(oc3ccccc32)c1=O	-10%[76.3 µM]
COc1cc(C2C(C(=O)c3ccc(C)o3)=C(O)C(=O)N2CCN2CCOCC2)ccc1OCCC(C)C (stereo not given)	-11%[76.3 µM]
COc1ccc(CNC(=O)c2nc(S(=O)(=O)Cc3ccccc3)ncc2Cl)cc1	-19%&15%[76.3 µM]
CCc1cc2c(cc3c(=O)n(CC(=O)NC(C)C)nc(CC)n32)s1	14%[76.3 µM]
Cc1ccc(C)c(S(=O)(=O)c2cn(C)c3cc(F)c(F)cc3c2=O)c1	-15%[76.3 µM]
Nc1ccc(S(=O)(=O)NCc2ccccn2)cc1	2%
COc1cccc2c1O/C(=N\O)C(C(=O)Nc1ccc(C)cc1)C2 (stereo not given)	-4%
CCCOc1cccc(C2C(C(=O)c3ccc(C)o3)=C(O)C(=O)N2c2nc(C)c(C(C)=O)s2)c1 (stereo not given)	-14%[76.3 µM]
CCOC(=O)C1=C(N)Oc2ccc3ccccc3c2C1c1cccc(O)c1 (stereo not given)	-8%[76.3 µM]
O=C(NCCCN1CCCC1)c1ccc(CS(=O)(=O)c2c(Cl)cccc2Cl)o1	-23%[76.3 µM]
O=C(O)c1nccnc1C(=O)Nc1ccc(Cl)cc1Cl	8%
O=C(Nc1ccncc1)c1ccc(Cl)c([N+](=O)[O-])c1	-3%
Cc1cc(C)n(CCNC(=O)C2CCC(=O)N(Cc3ccc(Cl)cc3)C2)n1 (stereo not given)	7%[76.3 µM]
CC(C)c1ccc2oc(-c3ccc(Cl)c(NC(=O)Cc4ccccc4)c3)nc2c1	5%[76.3 µM]
COc1ccc(N2C(=O)NC(=O)C2=O)cc1	3%
Cc1ccc(S(=O)(=O)N(CC(=O)NCc2ccncc2)Cc2ccccc2F)cc1	4%
Cc1cc(C)cc(C(=O)NCC(=O)NCCc2c[nH]c3ccccc23)c1	-10%
COc1ccccc1CCC(=O)Nc1ccc2c(c1)CN(Cc1ccc(CO)o1)CC2	6%[76.3 µM]
COc1ccc(C(=O)N/C(=C\c2cn(C)c3ccccc23)C(=O)N2CCN(C)CC2)cc1OC	0%[76.3 µM]
CN(C(=O)COC(=O)CNC(=O)C12CC3CC(CC(C3)C1)C2)c1ccccc1	-6%[76.3 µM]
COc1ccc(C2C=C(c3ccccc3)Nc3nc(NS(=O)(=O)c4ccc(Cl)cc4)nn32)cc1 (stereo not given)	-13%[76.3 µM]
O=C(Cc1ccccc1)Nc1sc2c(c1C(=O)Nc1ccccc1Cl)CCC2	-10%[76.3 µM]
CC(=O)c1cccc(NC(=S)N2CCc3ccccc32)c1	-1%[76.3 µM]
C/C(=N\NC(=O)c1nnn(-c2nonc2N)c1CSc1ccccc1)c1ccc2c(c1)OCO2	3%
COc1ccccc1C(=O)NNC(=O)CCC(=O)NCc1ccccc1	-8%[76.3 µM]
CC(=O)N1CCc2c(sc3nc(SCC(C)C)n(-c4ccc(F)c(Cl)c4)c(=O)c23)C1	-4%[76.3 µM]
C/C(=N\NC(=O)c1nnn(-c2nonc2N)c1CN(C)c1ccccc1)c1cccnc1	-23%[76.3 µM]
CCCCOc1ccc(OCCNC(=O)c2ccco2)cc1	0%
O=C(N/N=C/c1cccnc1)c1cccc(Cl)c1	-13%
CCc1cccc(C)c1NC(=O)CCNC(=O)c1cccc(C)c1	-7%
COc1ccc(C2/C(=C(\O)c3ccc4c(c3)OCCO4)C(=O)C(=O)N2c2nc(C)c(C(C)=O)s2)cc1 (stereo not given)	0%[76.3 µM]
Cc1ccc(N(CC(=O)NCc2ccco2)C(=O)CCC(=O)Nc2ccccn2)c(C)c1	-1%
Cc1ccc(NC(=O)c2ccco2)c(NC(=O)c2ccccc2C)c1	6%
Cn1nc(-c2ccccc2)c(-c2ccccc2)c(C(=O)Nc2ccc(S(N)(=O)=O)cc2)c1=O	-14%[76.3 µM]
Cn1nnnc1SCCNCc1ccccc1Cl	12%[76.3 µM]
CN1CCN(C(=O)/C(=C/c2ccc(F)cc2)NC(=O)c2ccccc2)CC1	-19%
CC(Oc1ccc2c3c(c(=O)oc2c1)CCC3)C(=O)N[C@@H](Cc1ccccc1)C(=O)O (stereo not given in full)	4%[76.3 µM]

# (more compounds)
mol	GAA glycogen
CC(C)c1ccc(NC(=O)c2ccc3c(c2)C(=O)N(Cc2cccnc2)C3=O)cc1	-2%[76.3 µM]
Cc1cc(C)n(CC(=O)NCc2ccccc2)c(=O)c1C#N	-9%[76.3 µM]
CCN(CC)CCCNC(=S)N1CCN(c2nc3ccccc3n2CC)CC1	8%[76.3 µM]
CC1=C(C(=O)OC(C)(C)C)C(c2ccc(Br)cc2)NC(=O)N1CCCC(=O)O (stereo not given)	23%[76.3 µM]
CCOc1cc2c(cc1/C=C/c1noc(C)c1[N+](=O)[O-])OC(C)C2 (stereo not given)	-1%
Cc1ccc(NC(=O)c2cccs2)cc1NC(=O)c1ccccc1Cl	3%
CCN(CC)c1nc(Nc2ccc([N+](=O)[O-])cc2)nc(N(CC)CC)n1	3%[76.3 µM]
Clc1ccc(-c2cn3ccccc3n2)cc1	-3%[76.3 µM]
C=CCn1c(SCC(=O)NCC)nc2sc3c(c2c1=O)CCC3	-1%
Cc1cccc(-n2nc3c(c2NC(=O)CCCl)CSC3)c1	1%
Cc1ccccc1OCCNC(=O)c1ccco1	-2%
COc1ccc2c(CNCCc3cccs3)c(C(=O)O)n(Cc3ccc(F)cc3Cl)c2c1	-14%[76.3 µM]
CN1C(=O)C(C)(C)c2cc(S(=O)(=O)N3CCCCCC3)ccc21	-4%[76.3 µM]
COc1ccc2cc(/C=C/C(=O)N3CCN(CC(=O)N4CCCCCC4)CC3)ccc2c1	1%
COc1cccc2c1cc1c(=O)n(CC(=O)NCCCN3CCCCC3)nc(C)n12	0%[76.3 µM]

# Filtered by structure, the compounds so far with a furan ring, fused or not (12)
mol	GAA glycogen
Cc1cccc(C)c1NC(=O)Cn1c(=O)n(Cc2ccc(C(=O)NCc3ccco3)cc2)c(=O)c2sccc21	2%[76.3 µM]
NC(=O)c1ccccc1NC(=O)c1ccc(-c2ccc(Br)cc2)o1	18%[76.3 µM]
CCC(NC(=O)CCc1c(C)c2cc3c(-c4ccccc4)coc3cc2oc1=O)C(=O)O (stereo not given)	1%
COCCn1c(SCC(=O)Nc2cccc(C)c2C)nc2c(oc3ccccc32)c1=O	-10%[76.3 µM]
COc1cc(C2C(C(=O)c3ccc(C)o3)=C(O)C(=O)N2CCN2CCOCC2)ccc1OCCC(C)C (stereo not given)	-11%[76.3 µM]
CCCOc1cccc(C2C(C(=O)c3ccc(C)o3)=C(O)C(=O)N2c2nc(C)c(C(C)=O)s2)c1 (stereo not given)	-14%[76.3 µM]
O=C(NCCCN1CCCC1)c1ccc(CS(=O)(=O)c2c(Cl)cccc2Cl)o1	-23%[76.3 µM]
COc1ccccc1CCC(=O)Nc1ccc2c(c1)CN(Cc1ccc(CO)o1)CC2	6%[76.3 µM]
CCCCOc1ccc(OCCNC(=O)c2ccco2)cc1	0%
Cc1ccc(N(CC(=O)NCc2ccco2)C(=O)CCC(=O)Nc2ccccn2)c(C)c1	-1%
Cc1ccc(NC(=O)c2ccco2)c(NC(=O)c2ccccc2C)c1	6%
Cc1ccccc1OCCNC(=O)c1ccco1	-2%

# More results
mol	GAA glycogen
Cc1ccc(CSCc2ccc(C(=O)NCCC(C)C)o2)cc1	2%
COc1cccc(NC(=O)C(NCCc2ccc(S(N)(=O)=O)cc2)c2ccccc2)c1 (stereo not given)	14%
Cc1ccc(C(=O)N2CCC(C(=O)Nc3cccc([N+](=O)[O-])c3)CC2)cc1	-4%[76.3 µM]
Cc1ccc(NC(=O)CSc2nc3c(sc4ccccc43)c(=O)n2CCCC(=O)NC2CCCC2)cc1C	17%[76.3 µM]
O=C(NC(=S)Nc1ccccc1Br)c1cccnc1	1%[76.3 µM]
Cc1ccc(C)c(NC(=O)c2cc(-c3ccccc3O)n[nH]2)c1	2%
O=C(NCC1CC1)C1(S(=O)(=O)c2ccccc2)CC=CC1	-7%[76.3 µM]
CCN1C(=O)c2ccccc2S(=O)c2ccc(C(=O)N3CCN(c4cc(Cl)ccc4C)CC3)cc21 (stereo not given)	3%[76.3 µM]
O=C(C[n+]1ccc(C(=O)NCc2ccccc2)cc1)c1ccc(Cl)cc1	-7%[76.3 µM]
Cc1ccc2nc(Cl)c3cc(C(=O)NC4CCCCC4)sc3c2c1	2%[76.3 µM]
CC(C)CC(=O)Nc1nc2nc(-c3ccccc3)cc(=O)n2[nH]1	-5%[76.3 µM]
Cc1ccccc1OCC(=O)NCC(c1ccco1)N1CCCCC1 (stereo not given)	3%[76.3 µM]
O=C(CSc1nnc(-c2ccccn2)o1)Nc1ccccc1Cl	-4%
COC(=O)c1cc(S(=O)(=O)N2CCN(Cc3ccccc3)CC2)cn1C	24%[76.3 µM]
Cc1cc(=O)oc2cc(OC(C(=O)O)c3ccccc3)ccc12 (stereo not given)	5%
COC(=O)c1cccc(NC(=S)N2CCN(C)CC2)c1	-6%[76.3 µM]
COc1ccccc1COCC(O)CN1CCCCC1CO (stereo not given)	-5%
CCOc1ccccc1NC(=O)c1nc(SC(C)C)ncc1Cl	7%[76.3 µM]
NS(=O)(=O)c1ccc(CCNCC(=O)NCc2ccccc2Cl)cc1	-5%
COc1ccc(C2(O)C(=O)Nc3ccc(C)cc32)cc1 (stereo not given)	1%
CCOc1ccccc1NC(=O)N1CCN(S(=O)(=O)c2ccc3c(ccn3C)c2)CC1	-12%[76.3 µM]
COc1ccc(-n2ccn(CC(=O)Nc3ccc(OC)cc3OC)c(=O)c2=O)cc1	-5%[76.3 µM]
CCC1CCCCN1CCCNC(=O)Cn1cnc2sc(C)c(S(=O)(=O)N3CCC(C)CC3)c2c1=O (stereo not given)	-2%[76.3 µM]
Cn1c(=O)c2c(-c3ccccc3Br)n(CCc3ccccc3)cc2n(C)c1=O	6%[76.3 µM]
COc1ccc(Cl)cc1NC(=O)Cn1nc(C(F)(F)F)c2c1CCC2	-28%[76.3 µM]
COc1cc(NC(=S)N2CCN(S(C)(=O)=O)CC2)cc(OC)c1	-14%[76.3 µM]
CCCN(CCC)CCNC(=O)Cn1cnc2sc(C)c(S(=O)(=O)N3CCN(c4ccccc4OC)CC3)c2c1=O	6%[76.3 µM]
NC(=O)c1cccc(NC(=O)CCCCC(=O)Nc2cccc(C(N)=O)c2)c1	-4%
CC1(C(=O)N2CCOCC2)CCCCC1	15%[76.3 µM]
COc1ccc(N(CC(=O)NCc2ccccc2Cl)S(=O)(=O)c2c(C)nn(C)c2C)cc1	-4%[76.3 µM]
Cc1nc(NCCc2ccc(Cl)cc2)c2nnn(Cc3ccccc3)c2n1	18%[76.3 µM]

# 2 entries from above, as labelled records.
> CCCN(CCC)CCNC(=O)Cn1cnc2sc(C)c(S(=O)(=O)N3CCN(c4ccccc4OC)CC3)c2c1=O
  GAA glycogen = 6%[76.3 µM]
> NC(=O)c1cccc(NC(=O)CCCCC(=O)Nc2cccc(C(N)=O)c2)c1
  GAA glycogen = -4%
